From PubChem
Ecoli WT expand: growth inhibitors of E. coli BW25113 wild type; hit rate 0.15% among 98,000; growth inhibition, % at 100 µM; OD600 absorbance; AID 710;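 active = growth inhibition above about 50% at one test dose, limit read from the data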;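 note: growth measured after 20 h incubation at 37 °C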
FAK inh: inhibitors of human focal adhesion kinase; Q05397; biochemical FAK kinase activity assay; inhibition, %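 (tested at 7 µM)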; hit rate 0.84% among 97,000; in the data active = inhibition above about 19%;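 note: 0% = DMSO and 100% = reference compound high control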
Target sequence (Q05397 whole entry, looked up): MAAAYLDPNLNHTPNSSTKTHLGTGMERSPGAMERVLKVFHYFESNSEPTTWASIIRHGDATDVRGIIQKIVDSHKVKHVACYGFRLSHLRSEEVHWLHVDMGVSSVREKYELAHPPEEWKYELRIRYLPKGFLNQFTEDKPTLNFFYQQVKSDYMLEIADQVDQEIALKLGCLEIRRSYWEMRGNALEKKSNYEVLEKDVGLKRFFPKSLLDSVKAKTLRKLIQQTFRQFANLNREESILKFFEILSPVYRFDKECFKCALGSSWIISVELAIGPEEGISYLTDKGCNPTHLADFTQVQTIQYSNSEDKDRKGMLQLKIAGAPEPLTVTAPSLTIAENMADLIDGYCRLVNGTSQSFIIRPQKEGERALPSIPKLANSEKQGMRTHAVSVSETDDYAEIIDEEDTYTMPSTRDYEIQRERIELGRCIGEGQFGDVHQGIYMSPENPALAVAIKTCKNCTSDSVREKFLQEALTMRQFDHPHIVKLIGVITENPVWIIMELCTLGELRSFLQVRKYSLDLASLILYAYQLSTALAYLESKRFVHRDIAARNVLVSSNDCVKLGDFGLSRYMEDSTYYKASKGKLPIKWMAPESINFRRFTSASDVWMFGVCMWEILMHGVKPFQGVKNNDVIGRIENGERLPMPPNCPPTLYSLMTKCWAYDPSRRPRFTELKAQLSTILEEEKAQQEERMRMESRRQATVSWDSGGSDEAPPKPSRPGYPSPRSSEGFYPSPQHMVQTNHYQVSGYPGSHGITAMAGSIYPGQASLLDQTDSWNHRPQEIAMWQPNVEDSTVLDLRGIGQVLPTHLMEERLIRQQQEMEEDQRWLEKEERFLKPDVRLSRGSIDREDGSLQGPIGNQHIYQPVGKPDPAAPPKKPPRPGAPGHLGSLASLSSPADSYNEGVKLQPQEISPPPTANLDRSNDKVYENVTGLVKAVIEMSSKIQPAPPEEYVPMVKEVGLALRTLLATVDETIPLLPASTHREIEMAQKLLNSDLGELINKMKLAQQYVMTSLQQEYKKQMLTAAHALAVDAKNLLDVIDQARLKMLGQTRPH
PLAP activator: activates human placental alkaline phosphatase | P05187 | purified PLAP enzyme, luminescent substrate read-out; stronger effect = higher value | activation fold at 20 µM | hit rate 1.2% among 96,000 | AID 696; in the data active = activation fold above about 2
* = called active by the depositor.

SMILES	Ecoli WT expand	FAK inh	PLAP activator
CCC(=O)OCc1c(C(F)(F)F)nn(C)c1Sc1ccc(F)cc1	2	-2	1.1
O=C(CS(=O)c1cccc(C(F)(F)F)c1)Nc1ccccc1Cl (stereo not drawn)	10	3	0.8
Cc1ccc(-c2cnn(-c3cccc([N+](=O)[O-])c3)c2N)cc1	0	4	1
COc1ccc2c(c1)nc(SCC(=O)c1ccc(Br)s1)n2C	-4	8	0.9
COc1cccc(NC(=S)N(CCc2nc3cc(C)c(C)cc3[nH]2)Cc2cccnc2)c1	-11	-3	1.1
COC(=O)c1sc2ccccc2c1-n1cccc1C(=O)C(=O)Nc1ccc(OC)cc1	-17	6	1.1
C=CCn1c(SCC(=O)N2CCc3ccccc3C2)nc2ccccc2c1=O	-18	0	1.3
CC(=O)c1cnc(SCCN2C(=O)c3ccccc3C2=O)nc1C	7	-2	0.9
CCOc1ccc(OCC)c(-c2c(=O)n(OCc3ccc(Cl)cc3)c3ccccc3[n+]2[O-])c1	-15	3	1.3
Cc1nc(S/C(=C/c2ccc(-c3cccc(Cl)c3)o2)C(=O)O)n[nH]1	-14	3	1.2
COC(=O)C1C2CCC(C2)C1C(=O)OCC(=O)c1ccccc1 (stereo not drawn)	-10	0	1.1
CCCCCCCC(=O)NNC(=O)c1ccc([N+](=O)[O-])cc1	13	-2	1.5
N#Cc1cc(-c2ccccc2)cnc1Sc1ccccc1	-5	-4	1.2
C=CCOC(=O)CSCC(NC(=O)OC(C)(C)C)C(=O)OCC (stereo not drawn)	8	-3	1.1
O=C(Cn1c(C(F)(F)F)nc2ccccc21)c1ccc(Br)cc1	-1	3	1
Cc1ccc(SCCNC(=O)c2ccc(C)c([N+](=O)[O-])c2)cc1	-2	-5	0.5
S=c1[nH]nc(-c2ccco2)n1/N=C/c1ccc(Br)s1	-2	16	1.2
CCOC(=O)c1c(-c2ccc(C)o2)csc1NC(=S)NC(=O)N(C)C	-6	-3	1.3
Cc1cccc(C)c1OCC(=O)N/N=C/c1ccc2c(c1)OCO2	-1	-4	1.2
OCCN(C=NC1=NN(c2cccc(C(F)(F)F)c2)CC1)CCO	6	-1	0.9
CC(=O)Nc1cc(S(=O)(=O)Nc2ccc(C)cc2)c(C)cc1C	-3	-2	0.9
C=CCNc1cc(C(F)(F)F)nc(-c2ccccn2)n1	0	6	0.9
CC1(C)CC2CC(C)(CN2S(=O)(=O)c2ccc(C(=O)Nc3ccc(Cl)c(S(=O)(=O)N4CCOCC4)c3)cc2)C1 (stereo not drawn)	-3	0	1
COc1nc(N=C(N)N)nc2c(C)cccc12	23	5	1
COC(=O)CN1C(=O)S/C(=C/c2cc(C)n(C)c2C)C1=O	-6	-3	1
COc1cc(CNCc2ccccn2)ccc1OCc1cccc(Cl)c1	21	1	1.9
Cc1ccc(S(=O)(=O)NNC(=O)c2cnn(-c3ccccc3)c2-n2cccc2)cc1	4	-1	1.1
CCc1cccc2c(C=C(C#N)C#N)cn(CC(=O)N3CCCC3)c12	-4	4	0.9
Cc1ccc(CNC(=O)c2ccc(Cl)cc2[N+](=O)[O-])cc1	-4	-6	0.8
Cc1cc(N2CCN(c3ccccc3)CC2)n2cc(-c3ccccc3)nc2n1	-3	-13	1.2
COc1ccc(CN(C)C(c2ccccc2)c2nnnn2-c2ccccc2C)c(OC)c1C (stereo not drawn)	-11	4	1.3
COC(=O)C(CC(C)C)NC(=O)c1ccc([N+](=O)[O-])c(C)c1 (stereo not drawn)	-11	3	1
CN(C)C(/C=C/Nc1ccc(F)cc1)=C(C#N)C#N	6	0	0.7
CCCCC(=O)Nc1nc(C)c(-c2csc(Nc3ccc(Cl)cc3)n2)s1	-10	7	1
Cc1ccc(S(N)(=O)=O)cc1NC(=O)C1CC2CCC1C2 (stereo not drawn)	4	1	0.9
Cc1cc2[nH]ncc2cc1NC(=S)NC(=O)c1ccccc1	-4	19	0.8
Cc1cccc(NC(=S)NNC(=O)c2csc3c2CCCC3)c1	13	-4	1
COc1cc(/C=C(/NC(=O)c2ccccc2Cl)C(=O)O)cc(OC)c1OC	-1	-4	0.9
Cc1ccc2c(c1)cc1c(=O)[nH]ncn12	4	37*	0.9
Cc1ccc(NC(=O)NNS(=O)(=O)c2ccc(Br)cc2)cc1	-4	-1	1
Cc1ccc(C(=O)O/N=C/c2c(Cl)n(C)c3ccccc23)cc1	-15	3	0.9
Nc1ccc(NC(=O)c2ccccc2)c2c1C(=O)c1ccccc1C2=O	1	-8	0.8
O=C(Cc1csc(Nc2nc(=S)[nH]c3ccccc23)n1)NCc1ccccc1Cl	0	3	1.3
Cc1ccc(CSCCNC(=O)CCSc2ccccc2)cc1	-4	0	0.8
O=C(Nc1ccccc1)OCN1C(=O)c2ccccc2C1=O	1	-9	1.2
Cc1cc(C)c[n+](CC(=O)c2cc3ccccc3oc2=O)c1	4	6	1.2
O=C(Cc1csc(Nc2nc(=S)[nH]c3ccccc23)n1)NCc1ccc(Cl)cc1	5	11	1.2
Cc1ccc(CNCC(O)(c2ccccc2)c2ccc(F)cc2)cc1 (stereo not drawn)	20	-5	0.8
O=C(COc1ccccc1Cl)c1ccc2c(c1)CCCC2	-2	0	1
c1ccc(-c2ccc(-c3csnn3)cc2)cc1	-12	0	1
CC(=O)C1=C(C)OC(N)=C(C#N)C1c1cc2cccc(C)c2nc1Cl (stereo not drawn)	5	2	1
O=C(/C=C/c1ccccc1)N/C(=C\c1ccco1)C(=O)NCCO	-2	0	1
O=c1[nH][nH]c(C(F)(F)F)c1C=Nc1ccccc1Cl	3	0	0.9
Cc1cccc(Oc2sc(C(=O)c3ccccc3)c(N)c2C#N)c1	-9	-6	0.8
CC1(C)CN(c2ccccc2)N(Cc2ccc(F)cc2)C1=O	5	-4	1.1
CCOc1cc(CNCCc2ccc(S(N)(=O)=O)cc2)ccc1OCc1ccc(Cl)cc1	-11	-1	1.5
O=C(N/N=C\c1cn(-c2ccccc2)nc1-c1ccccc1)c1ccc(Br)o1	-13	-6	1.1
CCn1c(O)c(/C=N/N=C2CCCC2)c2ccc(C3=NNC(=O)CC3)cc21	-9	2	1.1
COc1cccc(OCC(=O)NN=C2c3ccccc3-c3ccccc32)c1	-8	9	1.1
CCCC(=O)N1CCN(c2ccc(NC(=O)c3ccc(OCC)c([N+](=O)[O-])c3)cc2)CC1	-12	-36	0.9
Next part:
SMILES	Ecoli WT expand	FAK inh	PLAP activator
COc1ccc(C(=O)Oc2ccc(=O)n(-c3ccccc3)n2)cc1	-11	-5	0.9
O=c1c([N+](=O)[O-])cc(C(F)(F)F)cn1Cc1cccc(Cl)c1	19	-1	0.9
Nc1nonc1-c1nc2ccccc2n1CC(=O)N/N=C\c1ccc(-c2ccc(Cl)cc2)o1	-3	-2	1.1
CC1=NN(C(=O)c2ccc(C)cc2)C(O)(C(F)(F)OC(F)(F)F)C1 (stereo not drawn)	-1	0	1.3
O=C(Cn1cnc2cc(Cl)ccc2c1=O)Nc1ccc2c(c1)OCO2	-2	-1	0.9
O=C(CCCSc1nnc(SCCCC(=O)c2ccc(F)cc2)s1)c1ccc(F)cc1	-17	-5	0.8
Cc1ccc(NCC(=O)N/N=C\c2ccc([N+](=O)[O-])o2)cc1	30	-3	0.9
CC(C)(C)NC(=O)c1cccc(NC(=O)c2cccc(O)c2)c1	3	1	0.9
O=C(NCc1ccc(Cl)cc1)c1ccc(Cn2cc(C(F)(F)F)ccc2=O)cc1	1	-3	1.1
Cc1ccc(C)c(NC(=O)C2CC3c4ccccc4C2c2ccccc23)c1 (stereo not drawn)	-6	-2	0.9
O=[N+]([O-])c1ccc2c(c1Nc1ccccc1)=NC1(CCCCC1)N=2	1	-2	1.1
O=C(c1ccccc1)c1cnc(-c2ccc(Cl)cc2)s1	-12	-1	1
Cc1nc(-c2cccnc2)sc1C(=O)Nc1ccc(Cl)cc1	-2	5	1.1
N#CC(C#N)=C/C(C#N)=C(/N)N1CCN(c2ccc(Cl)cc2)CC1	-6	-2	1
COc1ccc(C(C(=O)NC2CCCCC2)N(C(=O)c2sc(C)nc2C)c2ccccc2C)cc1 (stereo not drawn)	-3	-4	1.3
O=c1[nH]n(-c2cccc(Cl)c2)c2ncccc12	-6	-3	0.9
Cc1cc(C)cc(NC(=S)N2CCC(c3nc4ccccc4s3)CC2)c1	-3	-9	0.9
COC(=O)C(NC(=O)c1ccc(F)cc1)(Nc1ncc(S(=O)(=O)c2ccc([N+](=O)[O-])cc2)s1)C(F)(F)F (stereo not drawn)	-4	3	1.3
COc1cc2c(cc1NC(=O)CSc1ccc(C)cc1)oc1ccccc12	-24	7	0.7
O=C(Nc1cccc(NC(=O)c2ccccc2[N+](=O)[O-])n1)c1ccccc1[N+](=O)[O-]	4	5	0.9
C/C(CC(=O)NCc1ccco1)=N\NC(=O)C(c1ccccc1)c1ccccc1	1	-1	1.2
Cc1ccc(Oc2nnc(-c3ccccc3)c3ccccc23)cc1	0	8	0.9
Cc1cc(NC(=O)CCN2C(=O)C3C4CCC(C4)C3C2=O)c(C)cc1Br (stereo not drawn)	-4	-7	1
CN(CC(=O)O/N=C(\N)c1ccccn1)S(=O)(=O)c1ccccc1	4	7	0.8
CN(c1ccccc1)S(=O)(=O)c1ccc(NC(=S)Nc2ccccc2)cc1	6	-3	0.9
O=C(NCCNC(=O)c1cc(OCC(F)(F)F)ccc1OCC(F)(F)F)Nc1ccccc1	-7	2	1
Fc1cc(Br)ccc1NC(=S)NCCc1ccccc1	34	5	0.7
CCOc1c2ccc(C(=O)NCc3ccc(OC(F)(F)F)cc3)cc2nn1C	2	3	1.1
O=C(Nc1ccc(-c2csc(-c3ccccc3)n2)cc1)c1ccccc1	-12	3	0.8
c1ccc(-c2ccnc3nc(N4CCN(c5ccccc5)CC4)nn23)cc1	1	2	1.1
O=C(N/N=C/c1cccc(C(F)(F)F)c1)C1CCN(c2ncc(C(F)(F)F)cc2Cl)CC1	-7	-1	0.9
CCOC(=O)c1nnc(-c2cccs2)nc1NC(C)C	9	-4	0.9
O=C(CC(=O)N/N=C\c1c(Cl)cccc1Cl)NCc1ccccc1	-5	-5	0.9
N#CC(c1ccc(Cl)cc1)c1ncc(C(F)(F)F)cc1Cl (stereo not drawn)	6	-2	0.9
N/C(=N\c1nc2c(c(=O)[nH]1)CCC2)Nc1cccc2ccccc12	0	13	1
COc1ccccc1Nc1nc(-c2cccc([N+](=O)[O-])c2)nc2ccccc12	-10	0	0.9
O=S1(=O)CCN(Cc2ccc(Cl)c(Cl)c2)CC1	3	0	1.1
O=C(NC(=S)Nc1cccc2cccnc12)c1ccccc1	-12	-7	0.9
CCNC(=S)N1CCN(c2ccc([N+](=O)[O-])cc2)CC1	4	3	0.5
S=C(NCc1cccnc1)Nc1cccc(Cl)c1	22	5	0.9
Cc1cccc(C)c1-n1c(C)cc(/C=C2\C(=O)NN(c3ccccc3)C2=O)c1C	-7	-1	1.1
CC(C)OC(=O)/C(=C\C=C\c1ccccc1)NC(=O)c1ccccc1	0	-2	0.9
Cc1cc(C)cc(OCC(=O)NNC(=O)c2cc3ccccc3oc2=O)c1	-1	-5	1.3
COC(=O)/C(=C\c1c[nH]c2ccccc12)NC(C)=O	-1	5	1.1
CCOC(=O)c1cccc(NC(=O)COc2ccc([N+](=O)[O-])cc2)c1	1	2	0.8
COCCCNC(=O)/C=C/c1ccc(Cl)cc1Cl	4	3	1
c1ccc(Cc2nnc(Sc3ccccc3)c3ccccc23)cc1	-11	-3	1.1
CCCCNC(=O)C(=O)c1ccccc1NC(C)=O	5	-6	0.9
Cc1cc(/C=C2\SC(=Nc3ccccc3)NC2=O)c(C)n1-c1ccc(S(N)(=O)=O)cc1	2	12	1.7
CCNC(=O)C/C(C)=N/NC(=O)C12CC3CC(CC(C3)C1)C2	5	-1	1
FC(F)(F)c1cc(C(F)(F)F)c2ccc(Oc3ccccc3)nc2n1	-6	0	1.1
Nc1nc(Br)c2ccccc2c1-c1ccc(F)cc1	-8	-4	1
Cc1cc2nc(C3CCCN(C(=S)Nc4ccccc4)C3)[nH]c2cc1C (stereo not drawn)	-5	1	1
O=c1c2ccc(Cl)cc2[nH]c(=S)n1Cc1cccnc1	5	0	0.8
CC(C)NC(=O)c1noc2cc([N+](=O)[O-])ccc12	6	-4	0.9
O=C(CCCSc1nnnn1-c1ccccc1)c1ccc(F)cc1	-12	-7	0.8
CCOC(=O)CSc1nc2sc3c(c2c(=O)n1CC)CC(C)(C)OC3	-1	5	1.3

Gathered by group: the entries above with an aryl thioether with sulfur outside any ring
SMILES	Ecoli WT expand	FAK inh	PLAP activator
CCC(=O)OCc1c(C(F)(F)F)nn(C)c1Sc1ccc(F)cc1	2	-2	1.1
COc1ccc2c(c1)nc(SCC(=O)c1ccc(Br)s1)n2C	-4	8	0.9
C=CCn1c(SCC(=O)N2CCc3ccccc3C2)nc2ccccc2c1=O	-18	0	1.3
CC(=O)c1cnc(SCCN2C(=O)c3ccccc3C2=O)nc1C	7	-2	0.9
Cc1nc(S/C(=C/c2ccc(-c3cccc(Cl)c3)o2)C(=O)O)n[nH]1	-14	3	1.2
N#Cc1cc(-c2ccccc2)cnc1Sc1ccccc1	-5	-4	1.2
Cc1ccc(SCCNC(=O)c2ccc(C)c([N+](=O)[O-])c2)cc1	-2	-5	0.5
Cc1ccc(CSCCNC(=O)CCSc2ccccc2)cc1	-4	0	0.8
O=C(CCCSc1nnc(SCCCC(=O)c2ccc(F)cc2)s1)c1ccc(F)cc1	-17	-5	0.8
COc1cc2c(cc1NC(=O)CSc1ccc(C)cc1)oc1ccccc12	-24	7	0.7
c1ccc(Cc2nnc(Sc3ccccc3)c3ccccc23)cc1	-11	-3	1.1
O=C(CCCSc1nnnn1-c1ccccc1)c1ccc(F)cc1	-12	-7	0.8
CCOC(=O)CSc1nc2sc3c(c2c(=O)n1CC)CC(C)(C)OC3	-1	5	1.3

The list is partial, so the mix of outcomes need not match the whole.
